# Screening results: PubChem BioAssay, several laboratories
# PfHsp90 set2: reduces growth (ATP signal) of yeast expressing P. falciparum Hsp90; S. cerevisiae expressing PfHsp90, BacTiter-Glo ATP, 48 h; yeast lacking PDR1 and PDR3 efflux regulators; inhibition, % at 9.4 µM; actives 0.32% (n = 310,000);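 active means every replicate shows inhibition above about 80%, whatever the replicate mean, limit read from the data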;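 further: 0% = DMSO neutral controls and 100% = 20 µM radicicol positive controls; yeast relying on Plasmodium falciparum Hsp90 in place of its own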
# MOR-DOR ag: OPRM1-OPRD1 heterodimerization agonism; P35372+P41143; cells, luminescence; activation, % at 9.3 µM; actives 0.3% (n = 340,000); in the data active means activation above about 18%;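 further: 0% = vehicle-treated cells and 100% = reference agonist; values of inactives mirror those of a sister screen read the other way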
# AddAB inh: less growth of phage-infected E. coli with AddAB; actives 0.29% (n = 330,000); E. coli expressing H. pylori AddAB, absorbance growth; inhibition, % at 11.9 µM; in the data active means inhibition above about 12%;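 further: 0% = vehicle wells of infected cells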
# Ecoli viability: counter-screen for AddAB inhibitors: E. coli growth inhibition. E. coli V3065 growth, OD600 absorbance, 18 h. inhibition, % at 11.9 µM. actives 0.27% (n = 330,000). AID 449728;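 active means inhibition above the campaign's mean inhibition across all tested compounds plus 3 SD, cut at about 9.9% in these data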;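 further: uninfected addAB+ strain grown without phage in ampicillin broth; 0% = DMSO wells and 100% = ciprofloxacin 0.95 µg/ml wells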
# PKA-R1A activ: activators of PKA-R1A complex | P00514+P68181 | PKA-R1A dissociation, Cy5-IP20 fluorescence polarization; scaled: DMSO 0%, 113 µM cGMP 100% | activation, % at 11.4 µM | actives 0.083% (n = 340,000) | AID 504707;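 active means percent activation above the mean of all tested compounds plus 3 SD, cut at about 19% in these data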;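 further: higher means more PKAc released from R1A so a rise in polarization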
# PKA-R2B act: PKA-R2B complex activation; PKA-R2B holoenzyme dissociation, Cy5-IP20 fluorescence polarization; R2B truncated from residue 108, S112A mutant; 0% DMSO only, 100% 113 µM cGMP; AID 504700; activation, % at 11.4 µM; P22694+P31323; actives 0.079% (n = 340,000);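 active means activation above a cutoff set at the mean over all compounds plus 3 SD, cut at about 18% in these data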;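 further: higher means more holoenzyme dissociation and a rise in polarization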
# Target sequence (P31323 whole entry, looked up, other chains not shown, the tested form may be a part): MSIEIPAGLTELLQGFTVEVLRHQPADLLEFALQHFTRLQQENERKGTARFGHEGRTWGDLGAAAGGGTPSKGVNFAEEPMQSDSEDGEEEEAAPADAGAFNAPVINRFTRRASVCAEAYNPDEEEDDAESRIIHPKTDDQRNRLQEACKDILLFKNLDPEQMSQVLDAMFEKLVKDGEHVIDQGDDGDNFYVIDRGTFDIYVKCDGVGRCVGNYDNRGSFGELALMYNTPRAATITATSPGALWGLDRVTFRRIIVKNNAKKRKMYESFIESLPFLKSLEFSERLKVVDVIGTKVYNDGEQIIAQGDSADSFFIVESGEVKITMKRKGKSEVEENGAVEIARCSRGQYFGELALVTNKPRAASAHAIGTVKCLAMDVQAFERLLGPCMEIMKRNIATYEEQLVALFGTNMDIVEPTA
# SUMO Mot1 rescue: inhibitors of SUMOylation pathway: yeast Mot1-301 growth rescue; S. cerevisiae Mot1-301 growth rescue, ATP luminescence, 38.5C; percent above DMSO median, 100 means doubled; growth rescue, % at 18.8 µM; actives 1% (n = 320,000); AID 2716;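 active means every valid replicate shows activation above 250% relative to neutral control wells; inactive means the rest, any valid replicate at or below 250%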;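 further: OY570 slx delta 5 strain wells were the positive control but not used for scaling; some compounds called inactive have numbers as strong as hits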
# Tat transport: inhibitors of E. coli Tat protein transport | E. coli MC4100 TorA-mCherry Tat export, fluorescence | inhibition, % at 10 µM | actives 0.036% (n = 340,000) | AID 488895;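 active means mean replicate inhibition at least 50% and at least half of replicates individually reaching 50%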;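 further: exported cargo escapes ClpAP degradation while cytoplasmic cargo is degraded and loses fluorescence; 0% = median of neutral control wells and 100% = median of NaSCN control wells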
# phage Ecoli inh: E. coli growth loss with phage present; growth absorbance; inhibition, % at 11.9 µM; actives 0.26% (n = 360,000); AID 651602; in the data active means inhibition above about 11%
# MOR-DOR inv ag: inverse agonists of human mu-delta opioid receptor heterodimerization. P35372+P41143. cell-based MOR-DOR heterodimer luminescence, inverse agonism. inhibition, % at 9.3 µM. actives 0.21% (n = 340,000). AID 504357; in the data active means inhibition above about 22%, passing the limit was not always enough;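 further: 0% = cells with DMSO and 100% = wells without cells with DMSO; values of inactives mirror those of a sister screen read the other way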
# HTR5A inv ctr: counter-screen for OPRM1-OPRD1 inverse agonists: human HTR5A inverse agonism; P47898; HTR5A cell line, luminescence; inhibition, % at 9.3 µM; actives 0.083% (n = 340,000); in the data active means inhibition mostly above about 23%, no sharp cut-off; inactive means mostly below about 18%;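 further: 0% = cells with DMSO and 100% = no-cell wells with DMSO; some compounds called inactive have numbers as strong as hits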
# Target sequence (P47898 whole entry, looked up): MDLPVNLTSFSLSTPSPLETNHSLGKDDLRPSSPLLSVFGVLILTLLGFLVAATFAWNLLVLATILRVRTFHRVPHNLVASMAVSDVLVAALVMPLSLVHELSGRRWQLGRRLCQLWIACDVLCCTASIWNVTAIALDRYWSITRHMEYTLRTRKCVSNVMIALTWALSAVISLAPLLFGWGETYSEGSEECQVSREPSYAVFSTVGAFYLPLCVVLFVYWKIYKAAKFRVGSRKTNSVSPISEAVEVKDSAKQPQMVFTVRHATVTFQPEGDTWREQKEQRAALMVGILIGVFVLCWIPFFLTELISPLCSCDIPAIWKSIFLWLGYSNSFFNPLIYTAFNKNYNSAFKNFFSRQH
# * hit, by the source's call; i = inactive; nt = not tested or not shown.
SMILES,PfHsp90 set2,MOR-DOR ag,AddAB inh,Ecoli viability,PKA-R1A activ,PKA-R2B act,SUMO Mot1 rescue,Tat transport,phage Ecoli inh,MOR-DOR inv ag,HTR5A inv ctr
COc1ccc(-c2cnc3ncnn3c2N)cc1,6.2,1.0,4.4,-0.4,-1.7,-3.9,-7.2,-8.2,2.3,-7.4,-10.1
CCOC(=O)c1cccc(NC(=O)c2c(NCc3ccccc3)[nH]c(=O)[nH]c2=O)c1,22.3,-2.0,0.6,1.6,2.7,3.8,0.8,2.8,2.5,11.4,8.5
O=C(NCc1cccc(C(F)(F)F)c1)c1ccc[nH]1,-36.6,-2.4,0.2,0.9,-7.4,4.9,9.3,-5.1,4.0,10.6,7.6
CN1CCc2ccccc2Cc2[nH]c3ccccc3c2CC1,16.2,-1.0,-0.1,-0.9,7.2,0.6,-0.1,6.5,2.9,5.5,-17.1
COc1ccc(/C=C/C(=O)Nc2ccc(-n3nncc3-c3ccc(OC)c(OC)c3)cc2)cc1OC,-6.7,-0.8,3.8,-0.1,-4.5,-15.5,4.0,4.1,1.9,3.9,15.2
C=CCNC(=O)Nc1cc(Cl)ccc1OC,14.9,-4.5,5.2,0.4,1.0,-2.5,7.9,7.0,4.6,21.2,8.8
COc1cccc(N2CCN(C(=O)c3[nH]c(C)c(C(C)=O)c3C)CC2)c1,-3.6,-1.3,-1.3,-2.5,4.7,1.0,12.5,2.3,1.1,7.7,0.4
COc1cccc(C(=O)Oc2ccc3c(C)cc(=O)oc3c2C(C)=O)c1,nt,-0.9,-1.1,-0.6,3.7,-6.0,8.9,4.1,3.5,4.7,3.9
CCOc1ccc(NC(=O)CCc2ccc(C)o2)cc1,-24.0,-1.8,3.4,1.0,0.2,-6.0,4.9,-8.7,2.0,9.0,3.0
COc1ccc(CCCc2nnc(SCC(=O)Nc3cc(C)ccc3C)o2)cc1,nt,2.4,3.2,-0.8,3.1,9.8,-7.9,12.1,1.2,-14.1,-12.8
Cc1ccc2c(c1)N(CC(=O)NC1CCC(C)CC1)C(=O)c1cccnc1O2 (centres undefined),24.1,-0.3,2.4,-0.3,-12.1,-11.9,-9.9,5.6,3.8,1.5,2.4
COc1ccccc1C(=O)Nc1ccc(OC(C)C(=O)N2CCOCC2)cc1 (centres undefined),nt,-2.3,1.4,1.4,4.1,8.1,-15.1,4.3,-1.4,9.0,1.8
Cc1cc[n+](C2=C([O-])c3ccccc3C(=O)/C2=N\S(=O)(=O)c2cccs2)cc1C,-6.4,6.1,2.7,1.2,3.0,-1.8,-6.4,1.7,3.1,-43.5,-14.4
Cc1ccc(NC(=O)c2cc3nc(C)cc(C)n3n2)cc1,-6.2,-1.0,0.5,0.4,-3.6,7.0,nt,-5.5,1.6,5.8,-22.8
COc1ccc(/C=C/C(=O)c2c(O)cc(C)oc2=O)c(OC)c1,11.0,-1.6,2.9,0.8,-17.6,3.4,nt,8.5,5.8,8.9,10.3
CCN(C(=O)CN1CCN(c2ccccc2OC)CC1)c1c(N)n(Cc2ccccc2)c(=O)[nH]c1=O,2.5,-0.3,1.7,-2.7,5.2,5.7,10.3,3.6,0.9,1.8,-4.5
NC(=O)NOCc1ccc(F)cc1Cl,-7.8,nt,7.1,0.5,nt,nt,204.8,-2.2,4.7,nt,nt
COc1cc(C2C(C(=O)c3ccc(C)o3)=C(O)C(=O)N2CCc2ccccc2)ccc1O (centres undefined),5.2,-1.1,2.0,-1.6,3.4,-5.7,-9.1,-8.6,3.3,6.7,16.0
O=C(c1ccccc1)C1C(=O)c2ccccc2C1=O,13.2,-0.1,1.8,-1.8,-3.1,12.3,-14.9,-8.0,0.1,0.5,24.0
CCCn1cc(CN2CCC(n3nccc3NC(=O)C(OC)c3ccccc3)CC2)c(C)n1 (centres undefined),-8.9,0.4,5.0,-0.1,1.9,3.2,-6.3,-3.2,-1.2,-1.9,6.5
CCONC(=O)Nc1ccccc1,18.7,-2.4,4.3,-0.5,-5.8,-0.3,-2.2,-1.2,1.6,12.5,14.7
Cc1ccccc1CNC(=O)C1CCC(=O)N(C2CCCCCC2)C1 (centres undefined),0.7,-1.6,-1.1,-0.3,-2.7,-1.2,-7.9,-1.8,0.6,8.2,-13.9
O=C(Nc1cccc(Cl)c1)c1ccccc1,-5.4,-1.2,0.3,-3.1,-1.1,-0.7,6.0,-7.7,-0.3,5.4,1.8
Cc1cc(C)c2c3c(sc2n1)C(=O)N(c1ccccc1C)CC(=O)N3,-0.2,-2.4,0.4,-1.8,-4.2,-2.3,19.6,5.8,0.1,11.8,-7.2
COC(=O)c1ccccc1NC1CC(=O)N(c2c(C)cccc2C)C1=O (centres undefined),7.0,2.5,1.7,-2.5,9.8,3.8,-14.4,3.0,2.5,-13.7,1.5
CCn1ncc(C2=NOC(C(=O)Nc3cccnc3)C2)c1C (centres undefined),9.9,-1.9,-0.2,-0.4,-10.7,-1.0,15.7,1.1,-0.5,10.4,3.6
O=C(/C=C/c1ccc(OCc2cccc(Cl)c2)cc1)N1CCOCC1,-33.3,-0.3,0.2,0.6,-2.5,-15.7,nt,8.7,3.2,1.8,-3.6
Cc1ccc(NC(=O)CN2C(=O)CCSc3ccc(S(=O)(=O)N4CCCC4)cc32)cc1,-13.5,-1.0,2.7,-0.9,3.1,-1.6,-14.4,-1.2,1.1,5.2,9.4
CCOC(=O)c1sc(=S)n(-c2ccc(OC)cc2)c1N,-18.1,nt,-0.4,-0.6,nt,nt,-9.1,-5.1,0.2,nt,nt
Clc1ccc(-c2nc(NCCN3CCOCC3)c3ccccc3n2)cc1,-19.8,-0.4,0.4,-1.4,-5.1,-3.1,-2.2,1.8,2.2,1.9,-4.5

# The last 5 records of the section before open the next one.
SMILES,PfHsp90 set2,MOR-DOR ag,AddAB inh,Ecoli viability,PKA-R1A activ,PKA-R2B act,SUMO Mot1 rescue,Tat transport,phage Ecoli inh,MOR-DOR inv ag,HTR5A inv ctr
CCn1ncc(C2=NOC(C(=O)Nc3cccnc3)C2)c1C (centres undefined),9.9,-1.9,-0.2,-0.4,-10.7,-1.0,15.7,1.1,-0.5,10.4,3.6
O=C(/C=C/c1ccc(OCc2cccc(Cl)c2)cc1)N1CCOCC1,-33.3,-0.3,0.2,0.6,-2.5,-15.7,nt,8.7,3.2,1.8,-3.6
Cc1ccc(NC(=O)CN2C(=O)CCSc3ccc(S(=O)(=O)N4CCCC4)cc32)cc1,-13.5,-1.0,2.7,-0.9,3.1,-1.6,-14.4,-1.2,1.1,5.2,9.4
CCOC(=O)c1sc(=S)n(-c2ccc(OC)cc2)c1N,-18.1,nt,-0.4,-0.6,nt,nt,-9.1,-5.1,0.2,nt,nt
Clc1ccc(-c2nc(NCCN3CCOCC3)c3ccccc3n2)cc1,-19.8,-0.4,0.4,-1.4,-5.1,-3.1,-2.2,1.8,2.2,1.9,-4.5
Cc1cc(C(=O)Nc2ccc(Nc3ccccc3)cc2)ccc1[N+](=O)[O-],-19.6,4.7,0.8,0.5,-1.1,-0.9,-23.0,4.1,2.3,-24.1,-11.2
Cc1nnc(SCC(=O)NC2CCC(C)CC2)s1 (centres undefined),1.3,-0.8,-0.7,-2.4,-13.1,-5.8,5.6,6.7,2.3,4.3,-20.2
CC1CCN(C(=O)CSc2nnc(Cc3cccn3C)n2-c2ccc(F)cc2)CC1,30.2,-1.9,0.3,-0.9,-7.0,-4.4,-15.4,3.0,1.7,9.8,-11.4
COC(=O)CN1C(=O)C2(C(C#N)=C(N)Oc3ccccc32)C2=C1CC(C)(C)CC2=O (centres undefined),-0.8,-1.3,3.9,0.8,-2.6,-2.2,-2.2,1.9,1.2,6.4,0.3
O=C(NCC(=O)N1CCN(S(=O)(=O)c2ccccc2F)CC1)c1ccc(Br)o1,-20.3,-2.7,0.4,0.6,-4.0,3.8,4.8,-2.1,2.8,13.8,15.4
CCOc1cc(/C=C2/N=C(C)C(C(=O)OC)=C2O)ccc1O,-14.1,-3.2,1.1,-0.3,-9.8,-4.1,i,-1.2,2.4,17.0,-1.6
COCCN1C(=O)c2oc3c(C)cc(C)cc3c(=O)c2C1c1cccc(O)c1 (centres undefined),nt,-1.5,-0.5,1.4,-10.2,-10.5,-14.4,-1.3,1.9,8.9,13.7
CCC(=O)c1ccc(OCC(=O)OCC(=O)Nc2c(C)n(C)n(-c3ccccc3)c2=O)cc1,9.0,-1.1,1.6,0.8,4.3,-7.3,-14.3,-3.8,0.5,6.3,-16.3
CC(=O)c1cccc(NC(=O)CCN2C(=O)C3CC=CCC3C2=O)c1 (centres undefined),-12.0,-0.1,-0.6,-2.3,4.4,-6.2,nt,1.1,1.9,0.6,-6.3
COc1ccc(C(CC(=O)O)NC(=O)c2sc3ccccc3c2Cl)cc1 (centres undefined),-13.8,1.2,0.3,-2.1,-16.4,-15.9,-2.6,4.5,3.6,-8.5,-5.1
CCC(Oc1ccccc1C)C(=O)Nc1ccc(S(=O)(=O)Nc2cc(C)on2)cc1 (centres undefined),12.8,-3.4,4.6,-0.8,20.4*,-0.8,139.9,-1.3,2.2,18.3,-0.8
COc1ccc(-c2noc(-c3ccccc3C(=O)NCc3ccco3)n2)cc1OC,-16.1,-3.0,3.0,0.2,-9.9,-19.6,10.5,-2.7,1.2,15.8,-8.8
COc1ccc(/C=C2\SC(=O)N(CC(=O)Nc3cccc(C)c3)C2=O)cc1O,-16.5,-2.5,3.8,-1.7,-8.1,-6.2,-7.4,-2.2,2.5,12.3,8.4
COc1ccc(-c2csc3ncnc(N4CCN(c5ccccc5)CC4)c23)cc1,-0.7,2.3,4.3,0.7,0.9,10.1,4.9,1.4,-1.5,-12.0,4.7
COc1ccccc1-n1nnnc1SCC(=O)NC1CC1,-2.1,-1.2,0.2,1.7,-10.3,-6.0,44.6,4.5,0.9,7.7,3.9
CC(C)C(=O)Nc1ccc(Sc2ccc(F)cc2)cc1,-11.3,-0.6,1.1,-1.2,-4.8,-5.3,-16.3,-2.5,3.7,2.8,-3.0
Cn1c(=O)c2c(SCC(=O)N3CCOCC3)nc(-c3ccccc3Cl)nc2n(C)c1=O,7.6,-1.3,-0.1,2.4,4.1,-10.1,2.0,-3.8,-0.1,7.0,2.5
COC(=O)c1ccc(N(C(=O)CNC(=O)c2ccco2)C(C(=O)NC2CCCC2)c2ccco2)cc1 (centres undefined),-6.5,-3.7,0.4,-4.1,-2.7,-7.1,-5.4,12.4,1.3,21.8,-3.4
O=C(Cn1c(=S)[nH]c2ccccc2c1=O)N1CCN(c2ccc(F)cc2)CC1,6.2,-2.4,2.5,-1.2,-1.7,-6.5,10.6,3.3,1.7,11.3,-6.4
Cc1cc(Cl)ccc1NNC(N)=S,6.8,1.2,3.0,-1.9,-8.4,-0.6,430.3,-8.5,1.8,-6.2,-1.9
